HCV NS3 hel inh: inhibitors of Hepatitis C virus NS3 helicase | AID 1800 | NS3 helicase DNA unwinding, Cy5 molecular beacon fluorescence | actives 0.56% (n = 290,000) | inhibition, % at 10.9 µM;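 active means inhibition above the mean of all tested compounds plus 3 SD, set per campaign, cut at about 35% in these data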;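 further: 0% = DMSO wells and 100% = thioflavine S control wells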
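assay system = NS3 helicase fragment of HCV | buffer or medium = MOPS pH 6.5, MgCl2, DTT, Tween20, BSA | timing = 60 min unwinding reaction at 25 °C after ATP addition | signal = Cy5 beacon fluorescence read at start and 1 h | read-out basis = % inhibition of unwinding | control set = low DMSO, high thioflavine S at 110 µM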
SUMO HTRF inh: SUMOylation inhibition; P63279; HTRF SUMOylation assay, SAE1/SAE2 + UBC9, in vitro; inhibition, % at 35 µM; actives 0.36% (n = 290,000); in the data active means inhibition above about 50%, passing the limit was not always enough; further: strong numbers were not always called active
Target sequence (P63279 whole entry, looked up): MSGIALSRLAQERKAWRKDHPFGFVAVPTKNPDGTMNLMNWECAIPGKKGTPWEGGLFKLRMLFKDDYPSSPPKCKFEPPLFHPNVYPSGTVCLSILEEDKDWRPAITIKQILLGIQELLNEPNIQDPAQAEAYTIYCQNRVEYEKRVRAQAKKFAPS
IMP-1 inhibitor: blocks Pseudomonas aeruginosa IMP-1 metallo-beta-lactamase; purified IMP-1, nitrocefin hydrolysis, epi-absorbance fluorescence; inhibition, % at 5.6 µM; actives 0.45% (n = 290,000);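 active means inhibition above the mean plus 3 SD of all compounds in the same screening run, cut at about 4.5% in these data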;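 further: 0% = IMP-1 with DMSO and 100% = DMSO wells lacking enzyme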
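assay system = purified recombinant IMP-1 metallo-beta-lactamase enzyme | schedule = 15 min preincubation plus 25 min reaction at 25 °C | signal = Epi-absorbance fluorescence, 480 nm excitation, 530 nm emission | read-out basis = percent inhibition from optical density relative to buffer-blank wells | controls = IMP-1 with DMSO as 0%, enzyme-free DMSO as 100%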
p-CIP stab down: compounds decreasing mouse p/CIP protein stability | AID 1984 | Q05BA5 | actives 0.01% (n = 290,000) | F442A p/CIP-EGFP cells, EGFP fluorescence, 16 h | decrease of EGFP signal, % at 10 µM;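 active means EGFP signal decrease of at least 30% at 10 µM or well 3 SD below plate mean, unless failing retest; inactive means the rest, including hits failing retest or dose response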; further: some compounds called inactive have numbers as strong as hits; many of its hits are not listed in these tables
IDE cell activ: activators of human insulin-degrading enzyme in cells; HEK cells, FAbeta-B cleavage, fluorescence polarization; 0% vehicle, 100% cell-free pure enzyme wells; activation, % at 5.96 µM; actives 0.073% (n = 340,000);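 active means activation above the mean of all tested compounds plus 3 SD, set per screening campaign, cut at about 17% in these data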
GalR3 antagonist: blocks the human galanin receptor 3; O60755; actives 0.44% (n = 360,000); HEK293 GalR3-CNG cAMP membrane potential fluorescence; galR3 body fused to GalR1 C-terminus; inhibition, % at 3 µM;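 active means inhibition above the screen-wide average plus 3 SD, cut at about 13% in these data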;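 further: forskolin and galanin both at EC90 stimulate the cells; cAMP rise reported by CNG channel membrane potential dye signal; 0% = forskolin plus galanin with DMSO and 100% = forskolin alone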
Target sequence (O60755 1-299 limits assumed): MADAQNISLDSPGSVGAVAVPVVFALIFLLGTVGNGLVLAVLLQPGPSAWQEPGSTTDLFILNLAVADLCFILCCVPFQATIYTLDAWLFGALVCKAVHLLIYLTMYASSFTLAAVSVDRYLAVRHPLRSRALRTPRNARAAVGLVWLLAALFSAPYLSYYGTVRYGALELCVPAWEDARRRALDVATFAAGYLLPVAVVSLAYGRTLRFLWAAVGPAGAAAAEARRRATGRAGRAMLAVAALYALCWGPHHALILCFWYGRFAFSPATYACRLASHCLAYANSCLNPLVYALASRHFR
CRFBP-R2 block: antagonists of CRF-binding protein/CRF-R2 receptor complex. HEK293 CRF-R2/CRF-BP, CRF-induced calcium fluorescence. inhibition, % at 11.8 µM. actives 0.59% (n = 350,000);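 active means inhibition of the ligand-induced calcium signal above about 50% at the single tested concentration, limit read from the data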
IDE cell inh: cellular human IDE inhibition. P14735. HEK cells, FAbetaB cleavage, fluorescence polarization. inhibition, % at 5.59 µM. actives 0.41% (n = 320,000). AID 434962;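 active means percent inhibition above the average of all tested compounds plus 3 SD, set per screening campaign, cut at about 16% in these data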;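 further: IDE supplied by intact live HEK cells; FP after avidin binding of uncleaved biotin substrate so inhibition keeps polarization high; 0% = DMSO wells and 100% = 60 µM reference IDE inhibitor Ii1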
VIM-2 inh: inhibitors of Pseudomonas aeruginosa VIM-2 metallo-beta-lactamase; AID 1527; inhibition, % at 5.6 µM; purified VIM-2, nitrocefin hydrolysis, epi-absorbance fluorescence; actives 0.89% (n = 290,000);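 active means inhibition above the mean of all tested compounds plus 3 SD, cutoff set per screening run, cut at about 7.5% in these data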;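 further: red hydrolysis product quenches plate fluorescence so inhibitors raise well fluorescence; 0% = enzyme with DMSO and 100% = DMSO without enzyme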
Numbers without * were called inactive; . = no result given.

SMILES	HCV NS3 hel inh	SUMO HTRF inh	IMP-1 inhibitor	p-CIP stab down	IDE cell activ	GalR3 antagonist	CRFBP-R2 block	IDE cell inh	VIM-2 inh
COc1ccc(OCCCCOc2ccccc2Cl)cc1	0.7	-26.1	-2.2	4.9	1.0	-7.7	9.1	-0.6	-2.0
CCC(NC(=O)c1ccccc1O)c1ccccc1 (centres undefined)	11.0	6.5	-2.3	-4.2	3.5	-2.5	16.0	-7.8	1.2
COc1ccc(NC2CCCN(C(=O)CCN3CCCO3)C2)cc1 (centres undefined)	-0.7	0.4	-3.1	-2.9	3.2	1.8	-3.5	3.4	-3.7
CC(=O)Nc1cc2nn(-c3ccccc3)nc2cc1Cl	-3.1	18.8	-7.1	-2.6	1.5	-1.3	-2.1	-3.5	-4.6
COc1ccc(NC(=O)c2cccc3c2C(=O)N(C2CCCCC2)C3)cc1	10.9	.	-0.6	0.6	1.8	3.0	-6.4	-0.3	0.8
O=S1CCCSC1c1cccnc1 (centres undefined)	0.5	-8.9	-1.8	10.1	-2.6	-3.6	33.2	3.8	-1.9
Cc1ccc(S(=O)(=O)CC(=O)c2cc(C)c(O)c(C)c2)cc1	4.2	21.4	-1.3	-1.4	-0.2	-3.6	14.7	-4.9	-0.4
Brc1ccccc1Cn1c(-c2cscn2)nc2ccccc21	-7.9	-21.8	-3.4	5.7	-2.0	-7.6	2.9	9.0	-2.1
Cc1ccc(C(=O)/C=C2\NCC(C)NC2=O)cc1 (centres undefined)	12.3	-8.2	-1.3	-3.9	4.9	-2.4	0.6	5.2	-0.8
CC1CCCCC1NC(=O)CSc1nc2ccccc2[nH]1 (centres undefined)	13.6	0.0	-2.1	0.3	4.8	-8.0	-1.4	3.6	-0.6
O=C(CSc1ccccc1C(=O)O)NCC1CCCCC1	3.8	-5.0	-3.6	-3.0	3.4	1.3	-4.3	-2.1	-1.6
N#C/C(=C(\O)c1ccco1)c1ccccn1	-0.9	34.2	-3.0	-6.2	-0.5	-0.2	-17.0	-4.8	-4.5
C[C@]12CCC3C(CC[C@H]4CCCC[C@]34C)C1CC[C@@]2(O)CNCCO (some centres undefined)	-73.8	6.0	-2.0	-8.4	5.0	-9.2	-12.1	.	-3.1
CCN(C(=O)CSc1ccccn1)C1CCCCC1	.	.	.	.	3.9	-2.3	11.8	-2.2	.
O=C(CSc1nnc(CNC(=O)C23CC4CC(CC(C4)C2)C3)n1-c1ccc(F)cc1)Nc1ccccc1	-5.5	8.4	2.0	5.9	3.3	-4.5	-71.1	2.5	-1.3
COc1cccc(CNC(=O)c2ccc(NC(=O)CC3SC(N4CCCC4)=NC3=O)cc2)c1 (centres undefined)	.	.	.	.	-4.7	-2.4	12.8	-7.8	.
CSc1cccc(CNC(=O)C2CCC(=O)N(CCCN3CCCC3=O)C2)c1 (centres undefined)	-6.6	2.3	-1.7	-15.7	1.2	-1.7	-1.5	4.4	-0.6
COc1ccc(/C(N)=N/OC(=O)c2cccc([N+](=O)[O-])c2C)cc1	-13.8	-5.6	-3.4	8.8	-0.4	3.2	0.8	-2.4	-1.2
Cc1ccc(N(CN2C(=O)c3ccccc3C2=O)C(=O)c2ccc([N+](=O)[O-])cc2[N+](=O)[O-])cc1	0.3	-1.6	-1.5	-4.5	0.1	-0.9	-2.9	1.8	-1.5
CCOC(=O)c1sc2nccc(N(C)C)c2c1N=CNOCc1ccccc1	-5.3	-14.4	-0.6	-5.8	4.5	6.0	21.9	1.9	-2.6
O=C(CCCOc1ccc(Cl)cc1)Nc1cccc(C(=O)O)c1	2.0	2.5	-2.5	-5.5	2.2	-2.1	83.7*	2.1	-0.1
Cc1cc(C)c2c(N)c(C(=O)NN3CC(=O)N(c4cccc(Cl)c4)CC3=O)sc2n1	-6.9	26.9	-4.4	3.5	-4.7	0.4	9.5	7.5	0.6
O=C(/C=C/c1ccc(Br)o1)Nc1nccs1	6.3	38.1	-5.1	-27.9	-1.7	-5.8	2.9	0.8	-3.6
CCCCC(=O)N=c1sc2c(OC)ccc(OC)c2n1C	0.8	-0.2	-2.8	8.6	4.3	-5.6	9.4	-6.2	-3.0
CC[C@H](C)NC(=O)CCCCCn1c(=S)[nH]c2c([nH]c3ccc(OC)cc32)c1=O	14.0	43.8	-4.5	-6.2	3.6	-4.2	16.9	3.1	-5.4
Cc1ccc(NC(=O)CN2C(=O)COc3ccc(S(=O)(=O)N4CCOCC4)cc32)cc1F	7.1	.	-0.5	0.1	-2.9	-8.7	-4.5	2.2	-7.6
O=c1ccc(-c2ccc(S(=O)(=O)Nc3ccccc3Cl)o2)n[nH]1	-2.9	19.3	-1.7	5.4	-6.7	-5.2	25.9	1.3	1.2
CCN(Cc1ccccc1)C(=O)CN1C(=O)COc2ccc(S(=O)(=O)N3CCCCCC3)cc21	-8.3	13.1	-3.0	-1.2	-1.0	-7.8	7.2	-2.8	-1.4
Cn1nc(CC(=O)Nc2ccc3c(c2)CCC3)c2ccccc2c1=O	7.9	2.7	-1.2	-13.5	4.7	-4.5	2.0	.	-2.9
CC(OC(=O)c1ccc(S(=O)(=O)NCc2ccco2)cc1)C(=O)Nc1ccc(Cl)cn1 (centres undefined)	6.2	1.6	-1.3	-10.6	2.3	-2.9	-217.8	-2.5	-3.0
CSc1nnc(NC(=O)C2CCCCC2)s1	-4.0	-8.9	-3.4	-7.9	0.3	3.1	-46.5	0.2	-1.5
CCc1c(C(=O)Nc2ccc(C)c(C)c2)[nH]c(C)c1C(C)=O	4.2	20.5	-1.2	0.1	-1.7	-4.8	11.2	0.9	-0.8
CC(=O)c1nn(-c2ccc(Br)cc2)cc1C(=O)c1ccco1	2.4	9.1	-4.5	4.6	0.1	-2.8	-17.4	-0.8	0.5
O=C(N/N=C/c1cccs1)c1ccc2ccccc2c1	14.4	6.4	-4.5	-7.1	0.6	-5.1	-22.8	9.3	-4.3
CC(C)C[C@H](NC(=O)c1[nH]cnc1C(=O)N[C@@H](C)c1ccccc1)C(=O)OC(C)(C)C	-17.2	-32.1	-1.4	-3.3	2.4	-5.6	4.6	-0.1	-0.8
CCCCCC(C)NC(=O)CN1C(=O)NC(C)(c2ccc3ccccc3c2)C1=O (centres undefined)	-1.6	-8.9	-1.1	-11.3	-2.4	-0.2	-32.9	2.9	-2.2
COC(=O)[C@H](C)NC(=O)NCCC1=CCCCC1	10.5	10.4	-2.5	0.7	-0.6	-5.7	8.4	5.8	-2.0
CCCC(=O)Oc1cccc(C2NC(=O)c3ccccc3O2)c1 (centres undefined)	-9.8	1.0	-4.4	-4.4	-2.1	-8.8	-10.7	5.6	-2.0
Cc1ncoc1C(=O)N1CCCC(N2CCN(c3cccc(C(F)(F)F)c3)CC2)C1 (centres undefined)	-1.3	7.6	-3.9	16.3	2.6	-1.4	-4.8	9.1	-2.0
O=C(NCCCn1ccnc1)c1cc(C2CC2)on1	-5.1	3.0	-3.7	-0.3	0.3	0.2	11.9	0.3	-1.1
COc1ccc(NC(=O)O/N=C/c2ccc(N(C)C)cc2)cc1	-6.3	-6.5	-2.6	-9.2	1.2	0.2	14.2	3.1	0.6
O=C(OC(C(=O)NC1CCCC1)c1ccncc1)C1=Cc2ccccc2OC1 (centres undefined)	6.1	8.0	-3.0	5.4	-4.6	-3.0	15.7	3.8	-1.9
O=C(O)c1cccc(NC(=S)NC(NC(=O)c2ccccc2[N+](=O)[O-])C(Cl)(Cl)Cl)c1 (centres undefined)	-0.7	-15.2	-1.9	5.4	0.3	-3.2	10.6	7.6	-1.3
Cc1cc(C)cc(OCC(=O)OCC(=O)Nc2ccc(Cl)cn2)c1	12.0	27.5	-1.5	-13.0	0.4	-1.5	19.4	1.7	-4.0
CN(Cc1ccccc1)C(=O)c1cn(C)c2ccc(S(=O)(=O)N3CCCC3)cc2c1=O	19.5	-0.8	-5.1	-4.4	-2.1	-3.0	-2.4	7.7	1.0
CCCOc1cccc(C(=O)N(Cc2ccccc2)C2CCS(=O)(=O)C2)c1 (centres undefined)	8.2	2.6	-2.1	6.8	3.5	-9.0	7.2	-0.2	2.0
CSc1ccc(CCNS(=O)(=O)c2ccc3c(c2)C(C)(C)C(=O)N3C)cc1	-8.3	-9.9	-4.6	3.2	1.5	-10.1	-5.2	-1.9	-1.1
C[N+](C)(C)CCCC(=O)c1ccc2c(c1)OCO2	5.5	26.1	-2.5	-7.9	2.1	-0.4	-21.0	3.4	-1.5

Three records drawn at random from those above:
SMILES	HCV NS3 hel inh	SUMO HTRF inh	IMP-1 inhibitor	p-CIP stab down	IDE cell activ	GalR3 antagonist	CRFBP-R2 block	IDE cell inh	VIM-2 inh
COc1ccc(NC(=O)O/N=C/c2ccc(N(C)C)cc2)cc1	-6.3	-6.5	-2.6	-9.2	1.2	0.2	14.2	3.1	0.6
CSc1ccc(CCNS(=O)(=O)c2ccc3c(c2)C(C)(C)C(=O)N3C)cc1	-8.3	-9.9	-4.6	3.2	1.5	-10.1	-5.2	-1.9	-1.1
C[N+](C)(C)CCCC(=O)c1ccc2c(c1)OCO2	5.5	26.1	-2.5	-7.9	2.1	-0.4	-21.0	3.4	-1.5

Following part
SMILES	HCV NS3 hel inh	SUMO HTRF inh	IMP-1 inhibitor	p-CIP stab down	IDE cell activ	GalR3 antagonist	CRFBP-R2 block	IDE cell inh	VIM-2 inh
CSc1nc(C)c(Cl)c(C)c1C#N	5.9	7.3	-2.4	2.3	3.5	-1.3	15.8	-0.1	-1.9
COc1ccc(-c2n[nH]c(=S)n2Cc2ccccc2)cc1OC	-9.2	-1.1	-0.9	0.8	-0.3	-7.3	0.0	-2.1	7.8*
CCCCCCCC(=O)N/N=C/c1cccnc1	5.6	18.6	-4.6	-9.0	-2.3	-5.0	-9.0	1.5	-3.5
COc1cccc(-n2c(SCC(=O)Nc3cc(C)on3)nc3ccccc3c2=O)c1	2.6	-25.2	-3.5	-5.2	-2.9	-6.3	-13.8	6.1	-5.6
COc1cc(OC)c(NC(=O)CCNC(=O)Cn2ccc3ccccc3c2=O)cc1Cl	-6.4	13.5	-2.6	1.1	2.2	-3.2	-16.9	4.6	-1.7
CC(C)CCNC(=O)CCn1nc(-c2ccccc2)ccc1=O	9.7	3.1	-2.4	0.5	2.1	-1.5	1.8	2.1	-2.0
CCOc1ccc(NC(=O)CN(C)C(=O)CCNC(=O)c2ccccc2Cl)cc1OCC	.	.	.	.	-0.2	-3.8	-11.9	-6.3	.
COc1ccccc1N1CCN(Cc2nc3ccsc3c(=O)[nH]2)CC1	5.8	-1.6	-3.2	5.8	-0.8	1.2	8.9	2.7	-4.4
CCN(CC)S(=O)(=O)c1ccc(C)c(NC(=O)COc2ccc3c(C)cc(=O)oc3c2)c1	-5.3	-10.1	-3.6	5.0	-2.4	7.7	9.5	2.0	-0.4
Cc1cc(Cl)ccc1NC(=O)COC(=O)c1nc2nccc(C)n2n1	1.3	9.2	-1.0	-8.3	-3.9	-3.5	13.9	-3.8	0.2
